Compound activity: PubChem, several laboratories
DNMT1 inh: inhibitors of human DNMT1. inhibition (reported as % activation of signal), % at 10 µM. P26358. 0.83% of 360,000 active. DNMT1 molecular beacon, Hinp1I cleavage, fluorescence; in the data active means inhibition above about 50%
SKN-1 inh: C. elegans SKN-1 inhibition. C. elegans VP596 Pgst-4::GFP/RFP ratio, acrylamide-induced, 24 h. inhibition, % at 21.8 µM. 0.49% of 360,000 active. AID 624304;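 active means interference check ratio from 0.5 to 1.5 plus GFP to RFP signal ratio inhibition reaching or exceeding a fixed threshold, cut at about 30% in these data, passing the limit was not always enough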; further: some compounds called inactive have numbers as strong as hits
SUMO1-SIM PPI: SUMO1-SIM interaction modulation; SUMO1 binding to a labelled peptide, TR-FRET, 1 h; 0.33% of 360,000 active; inhibition, % at 20 µM; AID 602429; P63165; in the data active means inhibition above about 37%
Target sequence (P63165 whole entry, looked up): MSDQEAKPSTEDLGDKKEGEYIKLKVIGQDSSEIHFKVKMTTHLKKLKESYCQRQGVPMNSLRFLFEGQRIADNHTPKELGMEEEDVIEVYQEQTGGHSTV
CendR NRP1 mod: NRP-1/CendR interaction modulation; FAM-RPARPAR peptide binding to NRP-1, fluorescence polarization; 0.85% of 360,000 active; inhibition, % at 25 µM; O14786;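 active means inhibition or corrected inhibition above about 18%, plus a signal ratio from 0.5 to 1.5, limit read from the data, passing the limit was not always enough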; further: strong numbers were not always called active
Neddyl block: inhibitors of human cullin neddylation. 0.58% of 360,000 active. calls only at 25 µM. AID 651699. P61081+Q13564. TR-FRET cullin neddylation, biochemical; in the data active means inhibition above about 36%
Target sequence (P61081 whole entry, looked up): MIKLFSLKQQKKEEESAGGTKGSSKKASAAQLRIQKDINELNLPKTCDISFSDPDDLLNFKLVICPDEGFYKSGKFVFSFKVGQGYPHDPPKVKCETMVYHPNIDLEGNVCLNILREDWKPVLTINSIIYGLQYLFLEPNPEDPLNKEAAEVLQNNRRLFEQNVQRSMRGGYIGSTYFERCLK
Target sequence (Q13564 whole entry, looked up): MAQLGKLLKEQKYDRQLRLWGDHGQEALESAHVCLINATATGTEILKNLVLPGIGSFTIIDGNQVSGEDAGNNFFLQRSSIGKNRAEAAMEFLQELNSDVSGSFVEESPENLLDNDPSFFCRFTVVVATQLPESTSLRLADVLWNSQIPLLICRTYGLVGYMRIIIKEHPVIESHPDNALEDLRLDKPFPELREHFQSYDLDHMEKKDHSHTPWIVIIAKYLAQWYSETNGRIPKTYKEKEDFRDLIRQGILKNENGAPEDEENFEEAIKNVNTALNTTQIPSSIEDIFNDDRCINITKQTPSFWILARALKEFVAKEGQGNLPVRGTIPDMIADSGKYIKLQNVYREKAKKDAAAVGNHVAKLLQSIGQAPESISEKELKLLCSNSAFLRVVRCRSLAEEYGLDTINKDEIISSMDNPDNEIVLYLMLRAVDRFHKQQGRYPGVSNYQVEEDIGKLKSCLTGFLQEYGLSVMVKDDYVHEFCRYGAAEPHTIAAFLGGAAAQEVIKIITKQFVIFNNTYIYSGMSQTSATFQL
TbMetRS inhib: Trypanosoma brucei MetRS inhibition | purified T. brucei MetRS, ATP depletion, Kinase-Glo luminescence | inhibition, % at 11.9 µM | 0.4% of 360,000 active | AID 624268;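 active means inhibition above a per-plate cutoff of the control wells' mean inhibition plus 3 SD, cut at about 5.5% in these data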;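 further: 0% = DMSO wells median and 100% = median of wells with control inhibitor compound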
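Material: parasite MetRS enzyme / Replication: singlicate, one well per compound / Signal: luminescence of leftover ATP / Schedule: 2 h aminoacylation at 25 °C after 15 min preincubation / Medium: HEPES-MgCl2-KCl buffer plus DTT, spermine, BSA, pyrophosphatase / Doses: 11.9 µM single point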
NadD block: inhibitors of Staphylococcus aureus NadD; purified NadD enzyme, colorimetric absorbance read-out; inhibition, % at 20 µM; 0.78% of 360,000 active; in the data active means inhibition above about 26%; further: some compounds past the cut are filed as inactive
STEP block: inhibitors of human striatal-enriched phosphatase STEP; 0.25% of 360,000 active; inhibition, % at 20 µM; recombinant STEP, OMFP fluorogenic substrate, fluorescence; P54829;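 active means inhibition at 20 µM, scaled per plate between control wells, above about 37%, limit read from the data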;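 further: 0% = DMSO with enzyme and substrate and 100% = substrate only without enzyme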
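Assay system: isolated STEP enzyme / Timing: 20 min at room temperature, dark / Doses: 20 µM, 1% DMSO / Technique: fluorescence intensity, excitation 480 nm, emission 540 nm / Reagent: fluorogenic phosphatase substrate OMFP at 25 µM final / Measure: percent inhibition scaled to no-enzyme and uninhibited-enzyme controls, plate-pattern corrected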
LMPTP block: blocks human LMPTP phosphatase. inhibition, % at 20 µM. 0.22% of 360,000 active. AID 651560. recombinant LMPTP-A, OMFP fluorogenic substrate, fluorescence intensity;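 active means compounds that cut the enzyme signal by at least half of the control window in the single-dose screen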;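 further: plate controls were DMSO wells with enzyme plus substrate for no effect and substrate without enzyme for full effect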
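Buffer or medium: Bis-Tris pH 6.0, DTT, detergent; Assay system: LMPTP-A enzyme; Quantity: 0.625 nM enzyme; Detection: endpoint fluorescence intensity; Times: 50 min dark incubation at room temperature; Controls: substrate-only low control, DMSO enzyme-plus-substrate high control; Doses: single 20 µM dose; Read-out: percent inhibition versus substrate-only and uninhibited controls; Reagent: 400 µM OMFP.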
Scp-1 inhibitor: Scp-1 (human) phosphatase inhibition; Q9GZU7; Recombinant Scp1, phosphopeptide, malachite green phosphate absorbance; inhibition, % at 20 µM; 0.88% of 340,000 active; AID 493091;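 active means inhibition above about 50% at 20 µM, limit read from the data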;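 further: plate controls were DMSO wells with enzyme for no effect and wells lacking enzyme for full effect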
Target sequence (Q9GZU7 76-261 limits assumed): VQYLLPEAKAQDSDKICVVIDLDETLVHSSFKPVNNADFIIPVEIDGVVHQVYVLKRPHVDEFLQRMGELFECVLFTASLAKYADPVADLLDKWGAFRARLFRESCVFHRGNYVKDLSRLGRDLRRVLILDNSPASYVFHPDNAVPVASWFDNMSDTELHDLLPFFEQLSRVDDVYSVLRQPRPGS
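Test system: SCP-1 phosphatase catalytic domain, residues 76-261 | Compound dosing: One concentration, 20 µM, with 1.0% DMSO | Schedule: 45 min room-temperature reaction, 5 min colour, 30 min stabiliser | Detection: Absorbance at 630 nm | Read-out basis: % inhibition of SCP-1 phosphate liberation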
* = called active by the depositor; i = inactive; · = no result given. Random draw from the library; overall some 4.6% were active at least once.

SMILES	DNMT1 inh	SKN-1 inh	SUMO1-SIM PPI	CendR NRP1 mod	Neddyl block	TbMetRS inhib	NadD block	STEP block	LMPTP block	Scp-1 inhibitor
COc1ccc(S(=O)(=O)N2CCN(Cc3ccc(OC)c(OC)c3)CC2)cc1	7	-10	-2	5	i	-1.1	-5	-1	-1.4	0
N/C(=N\OC(=O)c1cccc(F)c1)c1ccccc1	0	11	-2	3	i	0.0	-7	0	0.3	2
COc1ccc(CCNc2cc(C)nc3c(-c4ccccc4OC)cnn23)cc1OC	0	10	3	12	·	-0.8	0	-1	2.5	-3
O=C(C1CCCCC1)N1C[C@@H](O)[C@H](n2cc(-c3ccc(F)cc3)nn2)C[C@@H]1c1ccc(Cl)cc1	-4	7	6	-15	i	-0.7	3	3	0.9	·
Cn1cc(Br)c(C(=O)NNC(=O)Cc2ccc(Cl)cc2)n1	31	5	3	0	i	0.5	-2	0	-0.9	-3
O=C(NNC(=O)c1ccc([N+](=O)[O-])cc1)c1ccncc1	-1	-3	-15	-2	i	-0.7	-1	2	-1.2	1
Cc1cc([N+](=O)[O-])c(C)cc1-c1ccc(/C=N/NC(=O)c2cccnc2)o1	-20	14	-9	15	i	-0.6	-1	2	0.4	-6
Fc1ccc(OCc2nnc(SCCN3CCOCC3)o2)cc1	2	13	-2	-6	i	-0.3	1	2	-0.7	-4
S=C(NCCC1=CCCCC1)NCc1ccco1	-9	6	3	-2	i	-1.0	-5	-1	1.0	-8
CN(Cc1ccco1)C(=O)c1ccc(CNS(=O)(=O)c2ccc3c(c2)C(C)(C)C(=O)N3C)cc1	4	-8	-1	-1	i	-0.3	2	-1	-0.8	0
CCOc1ccc(CCN2CN(C3CCCCC3)CNC2=S)cc1OCC	0	13	0	4	i	1.0	5	1	-1.6	-14
Cc1cc(C(=O)OCC(=O)Nc2ccccc2C(F)(F)F)on1	2	-7	2	2	i	-0.4	1	-2	-0.1	13
Cc1nn(C)c(C(=O)NNC(=S)NC2CCCCC2)c1Br	4	3	0	-5	i	0.3	1	-3	-0.9	-7
NC(=O)c1ccccc1NC(=O)CS(=O)(=O)Cc1ccccc1	17	5	-1	2	i	-0.4	1	0	0.7	-3
Cc1ccc(OCCC(=O)Nc2ccc(F)c(F)c2)cc1	0	0	2	-3	i	-0.4	-5	-1	1.3	-9
CCCCCCOc1ccc(/C(N)=N/O)cc1	0	11	4	-1	i	0.2	6	6	-0.6	-4
N#Cc1ccsc1NC(=O)CN1C(=O)NC2(CCCC2)C1=O	27	23	13	-33	i	-0.3	8	1	16	·
COCCNC(=O)CSc1nc2ccccc2c(=O)n1CCC(=O)NCCc1ccc(OC)c(OC)c1	0	-8	2	-8	i	-0.4	-5	2	-1.4	3
CCOC(=O)c1sc(NC(=O)c2ccccc2)cc1C	2	3	-1	-8	·	-0.3	-8	3	1.6	-7
CCC1(C)NC(=O)N(CC(=O)Nc2sc3c(c2C(=O)OC)CCCCC3)C1=O (stereo unspecified)	-6	-5	3	-20	i	-1.1	4	1	0.7	1
COc1ccc(CN2CCN(Cc3cccc4nonc34)CC2CCO)c(C)c1C (stereo unspecified)	-1	-3	-17	-2	i	-0.8	-7	-5	-2.9	-5
COC(=O)N(C)C[C@H]1OCc2cnnn2CCCC(=O)N([C@@H](C)CO)C[C@@H]1C	3	18	-1	10	i	1.2	2	2	-2.7	·
O=C(NCCCSc1ccccc1)c1cc(Br)ccc1O	-4	3	11	13	i	0.4	-4	1	3.0	-5
COC(=O)[C@]1(Cc2ccccc2)N[C@H](c2ccc(-c3cccc(Cl)c3)c(OC)c2)[C@@H]2C(=O)N(C)C(=O)[C@@H]21	-18	3	-16	-24	i	0.0	20	4	4.2	0
CCOC(=O)N1CCN(S(=O)(=O)CCNC(=O)c2ccc(OC)cc2)CC1	-1	13	6	10	i	-0.5	1	0	-1.1	0
CCOC(=O)c1c(C)n(C)c2c(C)cc(O)c(OC(C)=O)c12	3	-1	-2	-7	i	-1.2	-10	-2	-0.1	-12
Cn1c(=O)c(=O)n(C)c2cc(S(=O)(=O)N3CCOCC3)ccc21	1	-4	1	-3	i	-0.2	-4	1	0.0	-2
CCOC(=O)c1cnc(SCC)[nH]c1=O	1	-7	0	-8	i	-0.3	3	-3	-1.4	-10
COc1ccc(Cl)cc1C(=O)NNC(=O)CSc1nnc2ccccn12	0	6	2	3	i	-1.4	2	0	-0.9	2
COc1cccc(CNc2nc3nc(C)cc(=O)n3[nH]2)c1	1	-26	6	1	i	-0.6	-2	-4	-0.2	-1
COc1ccc(S(=O)(=O)N2CCN(CC(=O)Nc3ccccc3Cl)CC2)cc1	1	2	2	-14	i	0.0	-6	4	0.3	-5
Cc1cc(O)c2c(CN3CCN(Cc4ccccc4)CC3)cc(=O)oc2c1	-1	8	4	13	i	-0.1	-7	1	0.9	-11
COc1ccc(NS(=O)(=O)c2ccc3nc(COc4ccc5ccccc5c4)[nH]c3c2)cc1	-27	12	-2	2	i	-0.2	30	-2	4.4	5
S=c1[nH]cnc2sc(Nc3ccccc3)nc12	-2	10	-16	-4	i	-0.5	17	0	3.2	-11
CCOC(=O)c1sc(NC(=O)C(CC)Sc2nnc3c4ccccc4n(C(C)C)c3n2)nc1C (stereo unspecified)	-10	-6	0	6	i	-0.1	10	4	2.9	-6
C=CCNC(=S)NN=C1CCCCCCC1	1	-5	-4	-4	i	0.4	3	-2	-1.3	-12
C[C@H](O)[C@@H]1C(=O)N2CCc3ccc(N4CCN(C)CC4)cc3[C@@H]2C[C@@H]1N(C)C(=O)NC1CCCCC1	6	-4	4	9	i	-0.5	1	-1	-0.5	-4
Cc1ccc(-n2c(SCC(=O)Nc3ccc(N4CCOCC4)cc3)nc3ccccc3c2=O)cc1	-7	1	-1	4	i	0.2	10	4	2.0	-4
CC(C)Cn1c(N)c(C(=O)CSc2ccc3c(c2)OCCO3)c(=O)n(C)c1=O	5	-7	3	7	i	-0.2	1	0	-0.4	-3
COc1cc(OC)c2c(-c3ccccc3)cc(=O)oc2c1C(CCN1CCCCC1)c1ccc2c(c1)OCO2 (stereo unspecified)	-2	6	-61	13	i	0.1	10	4	5.8	4
CC(C)OC(=O)/C(=C/c1ccco1)c1ccccc1	2	19	-4	-6	i	-0.2	4	1	1.6	0
O=C1C=CN2CCCCC2CC1 (stereo unspecified)	2	17	-7	-2	i	-1.6	0	-2	-0.3	-11
O=C(COC(=O)CCSc1ccc(Cl)cc1)NCc1ccco1	2	15	1	8	i	2.2	-12	-1	-0.1	-2
COc1cccc(NC(=O)CSc2nc3ccsc3c(=O)n2-c2ccc(C(=O)O)cc2)c1	-1	-4	5	2	i	-0.3	-2	-2	-1.4	-6
COc1ccc(OC)c2c(C)cc(N3CCN(C(=O)c4ccc(Cl)cc4)CC3)nc12	-11	26	10	-1	i	-0.3	9	-5	2.4	5
O=C(Cn1c(COc2ccccc2)nc2ccccc21)Nc1cc(Cl)cc(Cl)c1	15	1	-2	-10	i	-0.7	25	-2	0.6	8
COC(=O)c1ccc(-n2cncn2)c([N+](=O)[O-])c1	0	-4	-22	10	i	16*	-3	0	0.1	-3
O=C(NC(=S)NCCC1=CCCCC1)c1ccco1	-1	8	1	5	i	0.1	-2	4	2.6	-9

For convenience, four of the compounds above.
SMILES	DNMT1 inh	SKN-1 inh	SUMO1-SIM PPI	CendR NRP1 mod	Neddyl block	TbMetRS inhib	NadD block	STEP block	LMPTP block	Scp-1 inhibitor
O=C1C=CN2CCCCC2CC1 (stereo unspecified)	2	17	-7	-2	i	-1.6	0	-2	-0.3	-11
O=C(COC(=O)CCSc1ccc(Cl)cc1)NCc1ccco1	2	15	1	8	i	2.2	-12	-1	-0.1	-2
COc1cccc(NC(=O)CSc2nc3ccsc3c(=O)n2-c2ccc(C(=O)O)cc2)c1	-1	-4	5	2	i	-0.3	-2	-2	-1.4	-6
COc1ccc(OC)c2c(C)cc(N3CCN(C(=O)c4ccc(Cl)cc4)CC3)nc12	-11	26	10	-1	i	-0.3	9	-5	2.4	5

(list continues)
SMILES	DNMT1 inh	SKN-1 inh	SUMO1-SIM PPI	CendR NRP1 mod	Neddyl block	TbMetRS inhib	NadD block	STEP block	LMPTP block	Scp-1 inhibitor
Cc1nnsc1S(=O)c1ccccc1Cl (stereo unspecified)	2	-6	4	11	i	-0.9	-3	-3	-2.5	-9
O=C1NC(=O)C(Cc2ccccc2)(c2cccnc2)N1 (stereo unspecified)	-2	14	0	1	i	-1.1	-3	-2	-1.7	6
O=S1(=O)CC/C(=N\O)c2ccccc21	-3	10	1	-7	i	-0.1	1	-3	-1.0	11
COc1ccc(C(=O)NC(=S)N2CCNC(=O)C2)cc1Br	1	5	-7	-10	i	0.6	-9	1	-1.1	1
CCCNS(=O)(=O)c1ccc(OCC(=O)Nc2ccc3c(c2)OCO3)cc1	-3	0	-2	1	i	-1.5	-11	-1	0.5	-5
O=c1cc(N2CCCCC2)c(-c2ccccc2)nn1Cc1cccc(Cl)c1	-5	-18	-2	9	i	-1.4	-1	6	4.3	-5
COc1cccc(CC2(CO)CCCN(CC3=Cc4cc(Cl)ccc4OC3)C2)c1 (stereo unspecified)	-4	-1	5	4	i	-0.6	-5	1	1.8	-5
CC(C)CNS(=O)(=O)c1ccc(CCC(=O)NCCC2=CCCCC2)cc1	1	-3	-2	-5	i	-0.7	7	-1	0.3	-1
CC1(C(=O)NC(=S)NNC(=O)c2ccncc2)CCCCC1	46	4	1	-18	i	-0.3	1	1	-1.2	-8
Cc1ccc(Sc2nnc(-c3ccccc3)cc2C#N)cc1	1	-2	-5	-5	i	-0.7	-2	-5	2.7	-12
COC(CNC(=O)C(=O)NCC1OCCN1C(=O)c1ccc(Cl)cc1)OC (stereo unspecified)	0	-8	-2	-8	i	-0.2	4	1	-0.6	-9
CCOC(=O)CC(=O)CSc1nc(-c2ccc3c(c2)OCO3)cc(C(F)(F)F)c1C#N	2	11	-32	-24	i	0.0	4	-2	-0.1	-4
CCOC(=O)c1nn(-c2ccc(C)cc2)c(C)c1C(C)=O	-1	12	1	-4	i	-0.9	-6	-1	0.0	0
Cc1ccc(-c2nnn(CC(=O)N(Cc3ccco3)C(C(=O)NC(C)(C)C)c3ccc(C)o3)n2)o1 (stereo unspecified)	-4	6	-3	-9	i	-0.3	4	2	2.6	-1
O=C(COCc1cc(-c2ccc3c(c2)OCO3)on1)N1CCCCC1	1	2	0	-8	i	-1.1	-4	-6	3.1	6
CCn1c(O)c2ccc(C(=O)N=NC(=O)c3cccnc3)cc2c1O	1	-1	-20	-1	i	-0.4	4	-5	-1.9	-5
